Cycloheximide cs – counter-screen for Shiga toxin inhibitors: cycloheximide protein synthesis inhibition; AID 2314; 12% of 300,000 active; max response, %; cell reporter, cycloheximide protein synthesis inhibition counterscreen; in the data active = max response mostly above about 13%, no sharp cut-off; inactive = mostly below about 14%; also: read at 38.3 µM for the half of the compounds with a filed dose; 0% is about no effect
Pf growth 96h – P. falciparum growth inhibition at 96 hour, primary screen for plastid delayed-death inhibitors | P. falciparum luciferase reporter growth, 96 h | Potency, µM (series often up to 28.7 µM), for the others: at the highest dose activity change, negative = inhibition, usual class: inhibitors | 6.9% of 320,000 active | AID 504834; also: potency is read from the fitted curve at half-maximal effect; % is scaled to controls: 0 for no effect and ±100 for the full control effect
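Two parasite generations (96 h, 37 C, 5% CO2) of compound exposure in infected erythrocytes (0.05% parasitemia, 2% hematocrit). Luciferase-reporter P. falciparum; decreased luminescence indicates inhibited growth, aimed at apicoplast-acting delayed death.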
Pf growth 48h – P. falciparum growth inhibition at 48 hours (one generation); P. falciparum luciferase growth in erythrocytes, 48 h; AID 504832; Potency, µM (series often up to 28.7 µM), for the others: at the top dose activity change, negative = inhibition, usual class: inhibitors; 5.9% of 310,000 active; also: potency is read from the fitted curve at half-maximal effect; % is scaled to controls: 0 for no effect and ±100 for the full control effect
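Read-out is firefly luciferase luminescence from an integrated reporter in P. falciparum, so falling signal marks reduced parasite growth. Infected erythrocytes were at 2% hematocrit and 0.1% parasitemia (final) in Albumax-supplemented RPMI 1640.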
HCV inhibitor – blocks hepatitis C virus; Huh7.5.1 HCVcc-Cre infection, luciferase reporter, 44 h; Potency, µM (top dose mostly 41.8 µM), without a hit: at the highest dose activity change, negative = inhibition, most hits filed as inhibitors; 3.4% of 340,000 active; also: potency is read from the fitted curve at half-maximal effect; % is scaled to controls: 0 for no effect and ±100 for the full control effect
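Cells (1,000/well) were plated 4 h before compound, then infected with HCVcc-Cre virus (~0.5 moi). After 44 h further culture, infection was read as luciferase luminescence following a 15 min substrate incubation at room temperature.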
Tb PYK inh – inhibitors of Trypanosoma brucei pyruvate kinase. Q57TT1. TbPYK enzyme, Kinase-Glo Plus ATP luminescence, 45 min. Potency, µM (series often up to 76.8 µM), without a hit: at the top dose activity, negative = inhibition, most hits filed as inhibitors. 0.12% of 410,000 active. AID 624173; also: potency is read from the fitted curve at half-maximal effect; % is scaled to controls: 0 for no effect and ±100 for the full control effect; nearly all actives have a fitted effect of over 50% in size
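Assay buffer: 50 mM TEA pH 7.2, 100 mM KCl, 10 mM MgCl2, 0.05% BSA, 0.01% Tween-20. Pyruvate kinase from T. brucei plus substrate met compound, then ADP (130 uM final). Luminescence was read post 45 min RT.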
LmPK inhibitor – inhibitors of Leishmania mexicana pyruvate kinase. Q27686. Potency, µM (titrated, usually from 57.5 µM), inactives show at the top dose activity change, negative = inhibition, hits mostly inhibitors. purified LmPK, Kinase-Glo ATP luminescence, 1 h. 0.37% of 290,000 active; also: potency is read from the fitted curve at half-maximal effect; % is scaled to controls: 0 for no effect and ±100 for the full control effect
Target sequence (Q27686 whole entry, looked up): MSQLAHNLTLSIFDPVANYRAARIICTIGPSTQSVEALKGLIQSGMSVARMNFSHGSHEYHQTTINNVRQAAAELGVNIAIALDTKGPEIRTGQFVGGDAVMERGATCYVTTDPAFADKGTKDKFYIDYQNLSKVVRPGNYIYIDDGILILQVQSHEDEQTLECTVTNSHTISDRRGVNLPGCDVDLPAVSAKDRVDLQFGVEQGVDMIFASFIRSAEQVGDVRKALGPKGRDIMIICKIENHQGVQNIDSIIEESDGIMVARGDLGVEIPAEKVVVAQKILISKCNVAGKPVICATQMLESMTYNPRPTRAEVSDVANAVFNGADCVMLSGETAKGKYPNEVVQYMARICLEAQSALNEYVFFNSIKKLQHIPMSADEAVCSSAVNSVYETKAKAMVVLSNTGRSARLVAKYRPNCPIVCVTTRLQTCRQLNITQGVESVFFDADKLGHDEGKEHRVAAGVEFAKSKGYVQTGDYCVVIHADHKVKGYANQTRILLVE
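ATP generated from ADP (0.1 mM) and PEP (0.5 mM) by 0.1 nM LmPK over 1 h at room temperature (pH 7.2 imidazole buffer) was detected by coupled luciferase luminescence. Values were normalized to uninhibited and no-enzyme wells.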
Shiga inhibitor – Shiga toxin inhibition; inhibition, % at 38.7 µM; AID 2315; Vero cells, Shiga toxin protein synthesis inhibition reporter; 9.2% of 290,000 active; in the data active = inhibition mostly above about 28%, no sharp cut-off; inactive = mostly below about 43%; also: 0% is about no effect
Active calls of the source: *; ? = inconclusive; nt = no result given; [ ] = dose if it differs, or a comment. Unless noted, calls follow the shape of the dose curve; as a rule, active = well fitted curve in the direction sought with a large enough effect; inconclusive = small, poorly fitted or top-dose-only effect, or another doubt; inactive = no such curve, though single readings can be large; an effect the other way counts as inactive or inconclusive.

The opening three records (preview)
Compound	Cycloheximide cs	Pf growth 96h	Pf growth 48h	HCV inhibitor	Tb PYK inh	LmPK inhibitor	Shiga inhibitor
Cc1ccc(Oc2cc(NC(=O)CCCn3nc([N+](=O)[O-])c(Cl)c3C)cc([N+](=O)[O-])c2)cc1	1.1	?	-2.8%	?	6.3%	4.5%	-7.1
CC1(C)Cc2c(c(N3CCOCC3)nc3sc(C(N)=O)c(N)c23)CO1	6.0	-16.6%	-13.5%	-5.6%	-14.1%	-5.2%	-18.3
O=C(c1ccc(S(=O)(=O)N2CCCCCC2)cc1)N1CCN(Cc2ccccc2)CC1	nt	?	?	?	-9.7%	nt	nt

Main list, repeating the preview:
Compound	Cycloheximide cs	Pf growth 96h	Pf growth 48h	HCV inhibitor	Tb PYK inh	LmPK inhibitor	Shiga inhibitor
Cc1ccc(Oc2cc(NC(=O)CCCn3nc([N+](=O)[O-])c(Cl)c3C)cc([N+](=O)[O-])c2)cc1	1.1	?	-2.8%	?	6.3%	4.5%	-7.1
CC1(C)Cc2c(c(N3CCOCC3)nc3sc(C(N)=O)c(N)c23)CO1	6.0	-16.6%	-13.5%	-5.6%	-14.1%	-5.2%	-18.3
O=C(c1ccc(S(=O)(=O)N2CCCCCC2)cc1)N1CCN(Cc2ccccc2)CC1	nt	?	?	?	-9.7%	nt	nt
CC(NCC(=O)Nc1cc(S(=O)(=O)N2CCCCCC2)ccc1Cl)c1ccccc1 (stereo unspecified)	-3.9	?	?	12.6µM*	-9.6%	-6.7%	-23.2
COc1cccc(C(=O)COc2ccccc2-c2ccccc2)c1	0.7	241.3%[activator]	?	?	0.0%	-0.2%	11.7
CCCN1CCN(C(=O)C(C)n2nc(C)c3sc4ccccc4c3c2=O)CC1 (stereo unspecified)	-3.4	1.3%	-14.2%	-1.1%	-2.8%	6.7%	-7.1
COc1ccccc1Cn1c(C)nnc1-c1cnn(C)c1N	8.2	21.6%	-10.3%	?	2.2%	-1.3%	-3.7
COc1ccc(OCc2cc(C(=O)N3CCSCC3)no2)c(Cl)c1	67.3*	?	303.4%[activator]	14.9%	10.7%	-0.8%	143.4*
O=C(N/N=C/c1cccc(O)c1)c1ccc(NC(=O)c2cccc([N+](=O)[O-])c2)cc1	16.6	16.4%	?	?	-5.8%	0.7%	34.3
CC(C)[C@@H]1COC(c2cccc(C3=N[C@H](C(C)C)CO3)n2)=N1	-3.7	-24.7%	-9.6%	-7.7%	-4.6%	-2.1%	-6.6
CCOc1ccc(N(C(=O)c2snc(C(N)=O)c2N)C(CC)C(=O)NC2CCCC2)cc1 (stereo unspecified)	-1.4	?	?	-17.8%	4.3%	0.0%	3.6
CCCC(=O)NC(c1ccc(OC)cc1)c1c(O)ccc2ccccc12 (stereo unspecified)	-3.2	-0.9%	11.7µM*	?	-18.9%	6.2%	-13.1
CCC1C(=O)c2ccccc2N(C)C1=O (stereo unspecified)	-0.9	14.1%	-2.9%	-1.2%	5.1%	-1.7%	-0.7
O=C(Nc1ccccc1C(=O)O)c1ccc(NC(=O)C2CCCO2)cc1 (stereo unspecified)	-0.9	-4.0%	22.3%	12.1%	-2.2%	-12.5%	-24.5
O=C1N/C(=C/c2cccn2-c2ccc(F)cc2)C(=O)N1Cc1ccccc1F	-1.1	?	-2.1%	?	6.3%	6.0%	-10.2
CC(=O)NC1(C(F)(F)F)NC(=O)N(c2ccc(F)cc2)C1=O (stereo unspecified)	-1.2	166.6%[activator]	3.2%	6.7%	0.2%	-2.6%	-14.5
Nc1ccc(S(=O)(=O)N2CCCC2)cc1Cl	1.6	7.8%	-8.8%	-5.6%	11.7%	1.7%	-14.9
CCC(C)NC(=O)CC(NS(=O)(=O)c1ccc(Cl)cc1)c1ccco1 (stereo unspecified)	5.5	?	0.8%	?	3.2%	-3.4%	-7.1
COc1cc2c(cc1NC(=O)CCCN1C(=O)CCC1=O)oc1ccccc12	35.6*	-3.6%	39.5%[activator]	11.2µM*	-3.9%	7.2%	79.0*
COc1ccc(CC2(CCc3ccncc3)C(=O)NC(=O)NC2=O)c(OC)c1	-1.2	?	-11.8%	-3.9%	-10.8%	-5.0%	-3.4
COc1ccc(OC)c(/C=N/NC(=O)c2nnn(-c3nonc3N)c2-c2cccs2)c1	-4.0	20.6%	43.2%[activator]	4.5%	-1.2%	-0.2%	-12.3
NC(=O)CC(NC(=O)Cc1ccc(Cl)cc1)c1ccc(NCc2ccccc2)c([N+](=O)[O-])c1 (stereo unspecified)	-1.3	-0.6%	?	-3.6%	0.6%	8.0%	-5.5
O=C(CSc1nnc(-c2cccnc2)n1Cc1ccccc1)NCc1ccccc1	-3.4	?	-11.9%	-2.7%	-0.9%	-2.0%	-2.4
CNC(=O)COC(=O)c1ccccc1Oc1ccccc1	-3.9	8.4%	11.6%	9.6%	1.4%	0.1%	11.0
Cc1cnc(NC(=O)Cc2ccc(Br)cc2)s1	2.0	?	4.3%	-6.6%	-12.5%	-5.2%	1.5
O=C(O)CS(=O)CC(=O)NCc1cccc(C(F)(F)F)c1 (stereo unspecified)	2.8	1.7%	12.7%	10.7%	-8.2%	-3.1%	-5.8
O=C(CSc1c2c(nc3ccccc13)CCCC2)NCc1ccco1	-5.2	-10.5%	?	?	7.0%	0.9%	-9.2
CCSc1nnc(Cn2c(=O)sc3ccccc32)n1-c1ccc(OC)cc1	1.4	?	-12.0%	-6.4%	-23.4%	5.4%	17.6
COCCc1nnc(NC(=O)Cc2ccccc2)s1	9.5	-3.8%	-1.3%	-11.1%	2.5%	5.3%	-2.4
Cc1oc(-c2ccc3c(c2)OCCO3)cc1C(=O)NCC(=O)O	-3.4	0.9%	?	16.8%	-20.1%	-0.6%	-9.7
COc1ccc(C(=O)NCCOC(C)C)cc1OC1CCN(C(C)=O)CC1	-2.6	10.4µM*	10.9%	12.5%	0.9%	2.6%	8.9
COc1cccc(-c2nc(CS(=O)CC(=O)NCCc3ccccc3)c(C)o2)c1 (stereo unspecified)	13.2	-11.3%	5.0%	-1.8%	-6.5%	-2.4%	10.7
COc1ccc(Cc2nc3ccc(C(=O)N4CCC(N(C)C)C4)cc3o2)cc1 (stereo unspecified)	7.4	?	-3.9%	13.7%	1.6%	-6.5%	5.0
CCc1cccc2c3c([nH]c12)[C@@](CC)(CC(=O)O)OCC3	nt	-7.8%	11.0%	nt	3.0%	nt	nt
COC(=O)CSc1nnc(-c2cccnc2)n1C	10.1	-0.9%	0.9%	4.2%	4.3%	-0.6%	-10.3
Cc1cc(C)c(C#N)c(SCCN2CCCCC2)n1	2.5	-11.2%	8.2%	-23.9%	-11.1%	-3.8%	-6.9
O=C(CN1C(=O)NC2(CCCC2)C1=O)N1CCN(S(=O)(=O)c2ccccc2F)CC1	-2.7	7.1%	0.4%	26.2%	-3.5%	0.0%	-7.7
CN(C)N1C(N)=C(C#N)C(c2ccc3c(c2)OCO3)C2=C1CCCC2=O (stereo unspecified)	-2.8	-16.8%	?	3.3%	-2.5%	-0.3%	-3.0
CN(C)c1ccc(C(=O)NCc2ccc3c(c2)CCO3)cc1	2.3	46.2%[activator]	40.0%[activator]	-6.4%	1.1%	-5.2%	55.1*
O/N=C/c1cccc[n+]1CCCCCC[n+]1ccccc1/C=N/O	-2.2	?	?	19.4%	-10.7%	-6.3%	-10.1
CCc1cccc(NC(=O)Cn2c(=O)c3cccn3c3ccccc32)c1	-4.4	0.6%	9.6%	11.4%	-3.9%	-10.8%	-5.2
Nn1c(SCc2cccc(F)c2)nnc1-c1ccncc1	17.5	0.3%	30.0%[activator]	6.7%	-2.7%	-2.7%	-3.2
O=C(Nc1nc2ccccc2[nH]1)C1CCN(S(=O)(=O)c2cccs2)CC1	13.8*	19.8%	nt	-0.5%	4.6%	-0.1%	13.4
COC(=O)[C@H](CCSC)NC(=O)NCc1ccccc1F	-1.8	7.2%	31.9%	-3.5%	3.8%	-5.8%	-11.8
COc1ccc(C(CC(=O)c2ccccc2)S(=O)(=O)c2ccc(C)cc2)cc1 (stereo unspecified)	33.8*	161.4%[activator]	160.5%[activator]	?	-10.9%	?	32.7*
Cc1ccc(NC(=O)c2cc(Cl)ccc2[N+](=O)[O-])cc1C	12.4	14.2%	-2.4%	?	2.6%	-1.3%	11.8
CN1CCN(C(=O)c2cc3cc(F)ccc3[nH]2)CC1	15.8	0.0%	14.7µM*	8.9%	-8.4%	-3.4%	-7.1
COc1ccc(CN2CCN(CCC(C)C)C(CCO)C2)cc1Cn1cccn1 (stereo unspecified)	-4.2	-30.6%	1.3%	-3.4%	-1.8%	-2.5%	0.8
Cc1cc(C)c(NC(=O)C2CCCN2CCC(C)C)c(C)c1 (stereo unspecified)	-1.2	?	?	0.9%	-2.3%	7.6%	-2.5
CCN(CC)c1ccc(S(=O)(=O)N2CCOCC2)cc1NC(=O)COC(=O)COc1ccccc1C	1.1	?	-13.4%	5.0%	0.4%	-2.3%	-3.0

(further entries)
Compound	Cycloheximide cs	Pf growth 96h	Pf growth 48h	HCV inhibitor	Tb PYK inh	LmPK inhibitor	Shiga inhibitor
COc1ccc(C)cc1Nc1nnc(C)c(=O)[nH]1	-2.7	-1.3%	10.9%	-12.9%	-0.2%	4.1%	-16.8
Cc1cn(COC/C=C/c2ccccc2)c(=O)[nH]c1=O	1.2	-19.6%	19.4%	12.5%	-14.5%	-3.5%	31.8
O=C(COc1ccccc1Cl)NNC(=O)Cn1[nH]c(=O)c2ccccc2c1=O	nt	-14.5%	?	11.3%	4.8%	nt	nt
COc1ccc(OC(=O)c2cc3ccccc3o2)cc1	16.4	?	6.2%	9.5%	-4.8%	-3.2%	48.0
COc1ccc2cc(C(C)C(=O)NC3CCC(O)CC3)ccc2c1 (stereo unspecified)	-2.1	18.6%	-4.3%	-4.2%	3.0%	0.0%	-3.3
CC(=O)c1ccc2c(c1)C1C(Cl)C(Sc3ccccc3[N+](=O)[O-])CC1C(c1ccccc1)N2 (stereo unspecified)	-2.2	?	?	?	-13.9%	-8.4%	-3.1
CCN(CC)S(=O)(=O)c1ccc(-c2nnc(SCC(=O)N3c4ccccc4CC3C)o2)cc1 (stereo unspecified)	3.0	10.3%	7.7%	-21.7%	-10.1%	3.0%	-5.1
